Assay outcomes deposited in PubChem BioAssay by National Center for Advancing Translational Sciences (NCATS).
Luc counter = Counterscreen for Luciferase (Kinase-Glo TM) Inhibition | Luciferin 4-monooxygenase (Photuris pensylvanica), Q27757 | Kinase-Glo luciferase, ATP luminescence, 8 min | Potency, µM (highest dose often 38.3 µM), for the others: at the highest dose activity change, negative = inhibition, most hits filed as inhibitors | 200,000 compounds, 0.28% hits; further: potency means the concentration at half of the fitted maximal effect; on the % scale 0 is the no-effect control and ±100 the full control effect; nearly all actives have a fitted effect of over 60% in size
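Compound is pinned into ATP-containing buffer (10 uM ATP, imidazole pH 7.2, 7 mM MgCl2). Kinase-Glo luciferase reagent is then added. Light output is recorded following an 8-min room-temperature incubation.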
NPSR antag = qHTS Assay for Antagonists of the Neuropeptide S Receptor: cAMP Signal Transduction; Q6W5P4; CHO-NPSR cells, cAMP TR-FRET, antagonist mode; Potency, µM (highest dose often 38.3 µM), without a hit: top-dose activity change, negative = inhibition, actives largely listed as inhibitors; 220,000 compounds, 1% hits; further: potency means the concentration at half of the fitted maximal effect; on the % scale 0 is the no-effect control and ±100 the full control effect; nearly all actives have a fitted effect of over 50% in size; many of its hits are not listed in these tables
Target sequence (Q6W5P4 whole entry, looked up): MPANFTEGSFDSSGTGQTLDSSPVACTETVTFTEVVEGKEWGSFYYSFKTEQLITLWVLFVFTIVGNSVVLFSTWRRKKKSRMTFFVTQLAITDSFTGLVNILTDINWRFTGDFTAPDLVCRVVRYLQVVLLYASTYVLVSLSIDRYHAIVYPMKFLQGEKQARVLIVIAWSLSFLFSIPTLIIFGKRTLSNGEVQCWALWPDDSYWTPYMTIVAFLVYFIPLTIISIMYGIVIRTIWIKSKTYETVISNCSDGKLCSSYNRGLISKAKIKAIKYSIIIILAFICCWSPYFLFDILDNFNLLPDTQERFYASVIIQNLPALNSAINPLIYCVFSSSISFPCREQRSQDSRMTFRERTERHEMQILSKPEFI
IMPase Li cell = qHTS Assay for Identifying the Cell-Membrane Permeable IMPase Inhibitors: Potentiation with Lithium | CHO-M1 cells, IP1 TR-FRET (IP-One), carbachol + lithium | Potency, µM (doses to about 59.4 µM), for the others: at the top dose activity, negative = IMPase inhibition, actives largely listed as inhibitors | 210,000 compounds, 0.35% hits | AID 1457, 2008;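 further: IP1 builds up when IMPase is blocked and the TR-FRET signal falls; potency means the concentration at half of the fitted maximal effect; plate controls were basal vehicle for no effect and high inhibitor control for full effect; nearly all actives have a fitted effect of over 50% in size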
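Readout is a homogeneous TR-FRET IP1 immunoassay (Ex 320, Em 665 and 620), where raised cytosolic IP1 lowers signal. Cells were CHO-M1 treated 30 min at 37C with test compounds plus a little lithium; AC50 values came from Hill-equation fitting.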
CBFb-RUNX1 inh = qHTS Assay for Compounds Blocking the Interaction Between CBF-beta and RUNX1 for the Treatment of Acute Myeloid Leukemia; Runt-related transcription factor 1 (Homo sapiens) + Core-binding factor subunit beta …; AlphaScreen CBFb-His/RUNX1-biotin binding, biochemical; Potency, µM (doses to about 59.8 µM), without a hit: at the highest dose activity, negative = inhibition, usual class: inhibitors; 230,000 tested, under 10 active; further: % of control where 0% means no effect
Target sequence (Q01196 whole entry, looked up): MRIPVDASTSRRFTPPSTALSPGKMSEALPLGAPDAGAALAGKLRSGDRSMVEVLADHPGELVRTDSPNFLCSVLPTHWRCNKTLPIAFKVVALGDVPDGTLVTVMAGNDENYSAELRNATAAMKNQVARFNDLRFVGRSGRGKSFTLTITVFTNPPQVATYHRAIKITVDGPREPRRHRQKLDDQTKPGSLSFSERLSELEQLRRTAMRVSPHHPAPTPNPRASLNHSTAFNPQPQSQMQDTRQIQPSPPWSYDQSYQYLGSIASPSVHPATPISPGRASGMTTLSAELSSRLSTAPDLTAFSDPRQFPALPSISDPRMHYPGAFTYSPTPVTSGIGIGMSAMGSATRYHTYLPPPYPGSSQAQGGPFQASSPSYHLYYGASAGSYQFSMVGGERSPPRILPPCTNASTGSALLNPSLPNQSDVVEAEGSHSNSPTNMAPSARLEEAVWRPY
Target sequence (Q13951 whole entry, looked up): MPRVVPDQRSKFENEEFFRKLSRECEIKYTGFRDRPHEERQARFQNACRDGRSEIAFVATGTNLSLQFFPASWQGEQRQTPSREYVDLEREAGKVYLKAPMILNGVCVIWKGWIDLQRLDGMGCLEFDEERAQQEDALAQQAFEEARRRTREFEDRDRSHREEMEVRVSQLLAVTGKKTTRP
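CBF-beta (His) and RUNX1 (biotin), 30 nM each; 20 min preassociation; + compound, 15 min; + beads 50 ng each (Ni, streptavidin), 90 min; RT; AlphaScreen read.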
HttQ103 aggreg = qHTS Multiplex Assay to Identify Dual Action Probes in a Cell Model of Huntington: Aggregate Formation (GFP); Potency, µM (titrated, usually from 46.1 µM), without a hit: at the highest dose activity change, negative = inhibition, actives largely listed as inhibitors; PC12 HttQ103-GFP aggregates, Acumen cytometry, 40 h; 220,000 compounds, 1.1% hits; further: potency means the concentration at half of the fitted maximal effect; on the % scale 0 is the no-effect control and ±100 the full control effect; nearly all actives have a fitted effect of over 60% in size
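Huntingtin Q103 exon 1–GFP aggregates in induced PC12 cells (100 nM tebufenozide) were quantified by cytometry from lysates, with compounds dosed in titration.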
L3MBTL1 inh = qHTS Assay for the Inhibitors of L3MBTL1. Lethal(3)malignant brain tumor-like protein 1 (Homo sapiens), Q9Y468. AlphaScreen L3MBTL1–H3K9me1 peptide binding. Potency, µM (doses to about 57.1 µM), for the others: at the highest dose activity, negative = inhibition, most hits filed as inhibitors. 230,000 compounds, 0.66% hits. AID 485360, 2010; further: potency means the concentration at half of the fitted maximal effect; on the % scale 0 is the no-effect control and ±100 the full control effect; nearly all actives have a fitted effect of over 60% in size
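Displacement of a biotinylated histone H3(1-15) peptide monomethylated at Lys9 (75 nM) from L3MBTL1 (50 nM) was measured by AlphaScreen after a 30 min room-temperature compound incubation; cefsulodin titration served as intraplate control.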
Epigenetic derep = Quantitative High-Throughput Screen for Regulators of Epigenetic Control; murine LDR cells, GFP reporter derepression, 30 h; Potency, µM (top dose mostly 53.9 µM), for inactives: at the highest dose GFP activation, usual class: activators; 280,000 compounds, 0.2% hits; AID 1865, 2009; further: potency means the concentration at half of the fitted maximal effect; % of control where 0% means no effect; nearly all actives have a fitted effect of over 60% in size
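Reporter derepression read as number of fluorescent GFP-positive objects, 20-120 um in size, counted by laser-scanning cytometer. Mouse LDR line with an epigenetically silenced CMV-GFP locus; compound incubation 30 h, 37 C.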
Numbers without * were called inactive; ? = inconclusive; . = not tested or not shown; [ ] = dose if it differs, or a comment. The call rests on the fitted dose curve; in most records, active means well fitted curve in the direction sought with a large enough effect; inconclusive means small, poorly fitted or top-dose-only effect, or another doubt; inactive means no such curve, though single readings can be large; an effect the other way counts as inactive or inconclusive. Only part of the results is shown; rates above refer to the full screens.

SMILES	Luc counter	NPSR antag	IMPase Li cell	CBFb-RUNX1 inh	HttQ103 aggreg	L3MBTL1 inh	Epigenetic derep
COc1ccc(CCN2CNc3c(c(=O)n(C)c(=O)n3C)C2)cc1OC	2.4%	-4.9%[46.1 µM]	3.8%[38.3 µM]	4.8%	13.9%	.	1.5%
Cc1cccc(-n2ncc3c(N4CCOCC4)ncnc32)c1	?	-19.2%	6.2%	2.0%	-8.8%	-6.7%	6.7%
COC(=O)COc1ccc(C2NC(=O)NC(c3ccccc3)=C2C(C)=O)cc1OC (configuration not stated)	-4.3%	-3.8%[46.1 µM]	-3.7%[38.3 µM]	3.5%	17.2%	0.1%	-2.3%
CCCCC[C@H](O)/C=C/[C@H]1OC(=O)C[C@H](O)[C@@H]1C/C=C\CCCC(=O)O	-1.6%	.	13.4%	-10.2%	.	.	1.1%
CN(C)S(=O)(=O)c1cc(S(=O)(=O)N(C)C)c(Cl)cc1N	-0.6%	-2.2%[46.1 µM]	-2.4%[38.3 µM]	2.6%	-6.3%	-8.1%	-2.0%
COc1cc(NC(=O)C2CCCCN2)ccc1OCC(C)C (configuration not stated)	0.2%	-11.4%[46.1 µM]	3.2%[38.3 µM]	9.1%	-1.5%	6.8%[11.4 µM]	0.0%
CC(=O)NC12CC3CC(C1)CC(C(=O)OCC(=O)NC(=O)c1cccn1C)(C3)C2	-5.1%	-6.8%[46.1 µM]	17.3%[38.3 µM]	3.4%	-1.9%	.	-1.0%
NC(=O)CC(NC(=O)c1ccccc1)c1ccc(NCCc2cccc(F)c2)c([N+](=O)[O-])c1 (configuration not stated)	.	-30.3%	.	-16.0%	22.7%[9.22 µM]	.	0.6%
COc1ccc(OC)c(-c2nnc(SCC(=O)N3CCCc4ccccc43)o2)c1	-2.5%	-29.6%[46.1 µM]	-11.1%[38.3 µM]	16.6%	11.5%	-7.0%	3.2%
CCCC(=O)NCCc1cc2ccc(C)c(C)c2[nH]c1=O	0.8%	-11.9%[46.1 µM]	-15.9%[38.3 µM]	0.6%	-10.7%	-2.9%	1.3%
Cc1ncc(S(=O)(=O)C(C)(C)C)c(N)n1	.	-3.4%[7.67 µM]	.	3.9%	14.2%[9.22 µM]	2.5%	-1.4%
Cc1ccc(OCC(=O)N2CCN(C(=O)c3cccc(F)c3)CC2)cc1	0.5%	10.4%	-5.6%	4.1%	0.9%	8.3%	-0.1%
Cc1cc(NC(=O)CN2CCC(O)(c3cccc(F)c3)CC2)no1	4.9%	-15.4%[46.1 µM]	4.0%	-1.0%	-16.9%	10.6%	-11.4%
CCOC(=O)Cc1csc(NC(=O)COc2ccccc2OC)n1	2.5%	1.3%[46.1 µM]	2.7%[38.3 µM]	1.9%	-8.9%	3.8%	-1.1%
COc1cc(/C=N/NC(=O)C(=O)NCc2ccco2)cc(Cl)c1O	.	21.6%	.	-21.2%	-16.1%[9.22 µM]	-22.7%	3.8%
Cc1cc(O)cc(=O)n1Cc1ccco1	1.2%	-2.7%[46.1 µM]	-2.4%[38.3 µM]	1.8%	-9.8%	-3.3%	1.0%
CC(=O)Oc1c(C)c(=O)n(C)c2ccccc12	-0.4%	15.8%	-3.6%	-5.9%	19.8%	0.8%	0.6%
COC(=O)c1ccc(CSC2=NCCS2)cc1	2.9%	1.3%	-5.9%	-0.1%	-12.4%	16.3%	0.0%
CCOC(=O)c1c(C)nc2c(C)cccn12	-3.0%	-5.0%[46.1 µM]	16.8%[38.3 µM]	2.1%	-3.0%	.	1.6%
COC(=O)CN(c1ccccc1OC)S(=O)(=O)c1ccccc1	1.5%	3.6%[46.1 µM]	18.5%[38.3 µM]	12.5%	-17.8%	-5.5%[11.4 µM]	0.0%
COc1ccccc1NC(=S)NNC(=O)c1nn(C)c(C)c1Cl	-3.4%	1.4%[46.1 µM]	17.7%[38.3 µM]	-10.3%	-24.1%	.	0.7%
COCCn1cc(C(=S)N2CCCCC2)c2ccccc21	-0.1%	?	1.3%	7.6%	1.5%	-5.2%[11.4 µM]	0.0%
Cc1nc(N)sc1Cc1ccc2c(c1)OCO2	-3.7%	3.2%[46.1 µM]	-1.6%[38.3 µM]	-9.1%	-3.2%	-5.1%	0.0%
N#Cc1ccc(OCc2nnc(SCC(=O)N3CCCc4ccccc43)n2-c2ccccc2)cc1	-0.4%	-26.2%[46.1 µM]	10.3%[38.3 µM]	-2.0%	9.5%[9.22 µM]	1.3%	-1.2%
COc1cccc(NC(=S)N2CCn3c(nc4ccccc43)C2)c1	1.0%	-7.0%	6.0%	-1.4%	-16.4%	.	2.3%
Cc1ccc(NC(=O)CN(C)C(=O)CSc2nc3ccccc3o2)cc1	-1.4%	-8.3%[46.1 µM]	-1.7%[38.3 µM]	-0.2%	6.3%	-2.0%	-1.1%
COc1ccc(N2CCN(CCCNS(=O)(=O)c3ccc4c(c3)oc(=O)n4C)CC2)cc1	2.0%	4.2%[46.1 µM]	17.6%[38.3 µM]	6.2%	-3.7%	-11.2%	1.7%
C[N+](C)(C)CCCCCNCC12CC3CC(CC(C3)C1)C2	-1.2%	.	9.2%	2.4%[21.7 µM]	.	.	-1.1%
COc1ccc2[nH]c3c(N4CCc5ccccc5C4)ncnc3c2c1	.	?	.	1.7%	-12.2%[9.22 µM]	.	11.5%
C=CCOc1ccc(/C=N/NC(=O)C(=O)Nc2ccccn2)cc1OC	-5.7%	5.8%	-1.8%	-13.3%	14.2%	-3.0%	-3.0%
COC(OC)C12c3ccccc3C(c3ccccc31)C1C(=O)N(c3cccnc3)C(=O)C12 (configuration not stated)	0.4%	6.6%	15.8%	5.9%	28.9%[9.22 µM]	5.8%	3.7%
COC(=O)C1CCN(CC(=O)NC(=O)NC2CCCCC2)CC1	-0.1%	6.4%	-2.9%	21.0%	-10.4%	-34.7%	1.3%
Cc1cc(C)cc(S(=O)(=O)c2cnc3ccccc3n2)c1	-0.2%	-5.7%	-2.7%	13.9%	?	-14.3%	-1.4%
CCOc1ccc(CCNC(=O)CSc2nnnn2C)cc1OCC	2.0%	26.1%	-6.9%	8.7%	-10.9%	.	0.0%
Cc1ccc(N2C(=O)c3ccccc3C2C(=O)c2cc(C)ccc2O)cc1 (configuration not stated)	0.9%	-17.9%	11.9%	-0.4%	24.3%	-11.2%	0.0%
CCNC(=S)Nn1cnc2ccccc21	.	15.2%	.	9.7%	11.5%[9.22 µM]	.	0.4%
O=C(CNC(=O)c1ccc(S(=O)(=O)N2CCCC2)cc1)N/N=C/c1ccc(Cl)cc1Cl	2.8%	-0.4%	4.5%	5.3%	-0.5%	-0.9%	-0.5%
Cc1ccc(C)c(-c2ccc(C(=O)O)o2)c1	3.6%[39.9 µM]	.	13.2%	?	.	.	?
COC(=O)c1ccc(CSc2ncnc3ccccc23)o1	-3.1%	-18.6%[46.1 µM]	2.3%[38.3 µM]	-0.7%	16.4%	.	-1.0%
CNC(=S)N(CCc1c(C)[nH]c2ccc(Cl)cc12)Cc1cccs1	0.0%	-52.1%	15.7%	-12.6%	?	-15.8%	-4.5%
CCn1cc(CN2CCN(Cc3ccsc3)C(CCO)C2)cn1 (configuration not stated)	1.7%	-12.0%	-3.2%	2.9%	4.0%[9.22 µM]	3.4%	0.0%
CSCC(=O)N1CCCC(CNC(=O)c2ccc(-c3ccccc3)cc2)C1 (configuration not stated)	1.8%	29.6%	1.7%	-18.7%	2.2%[9.22 µM]	20.7%	-2.8%
COc1ccc(-c2cc(C(F)(F)F)nc(SCC(=O)NCc3cccs3)n2)cc1	3.1%	-1.1%[46.1 µM]	?	18.7%	1.4%	?	-0.9%
CCC(CC)C(=O)Nc1cc(Cl)ccc1C	0.0%	-6.7%	16.1%	8.1%	10.5%	5.9%	-0.4%
Cc1cc(C)nc(NC(=O)/C=C/c2ccc(Cl)cc2)n1	.	8.4%	.	-3.3%	-4.2%[9.22 µM]	-5.6%	1.5%
Cc1cc(C(=O)NNC(=S)Nc2ccccc2)nn1C	-3.8%	21.3%	6.3%	?	29.8%[9.22 µM]	-1.7%	-3.4%
COc1cc(CCC(=O)OCC(=O)Nc2ccc(C(N)=O)cc2)cc(OC)c1OC	6.7%	8.6%	0.8%	7.7%	2.8%	-2.7%	-0.2%
CC(=O)N=c1ncn(CC(COC(C)=O)OC(C)=O)c2nc[nH]c12 (configuration not stated)	-2.1%	7.0%[46.1 µM]	-2.3%[38.3 µM]	2.6%	5.9%	2.7%	-1.5%
CCN(CC)Cc1cc2ccccc2c2c1COC2	-0.8%	15.5%[7.67 µM]	11.9%[38.3 µM]	3.3%	-7.4%	-6.9%	1.9%
O=C(N=Nc1c(O)[nH]c2ccc(Br)cc12)c1cc(-c2cccc3ccccc23)n[nH]1	-2.1%	-18.0%	-1.5%	-1.8%	15.5%	-11.1%	-1.3%

Next part:
SMILES	Luc counter	NPSR antag	IMPase Li cell	CBFb-RUNX1 inh	HttQ103 aggreg	L3MBTL1 inh	Epigenetic derep
O=C1CCCc2nc(NCc3ccco3)ncc21	-4.1%	2.5%[46.1 µM]	-4.1%[38.3 µM]	1.0%	11.1%	-1.1%	-0.7%
CCOc1ccc(C(C)=O)cc1CSc1nnnn1-c1ccc(O)cc1	-2.1%	-36.7%	10.8%	7.3%	-0.6%	7.9%	-2.2%
O=C(Cn1[nH]c(=O)c2ccccc2c1=O)NC1CCN(Cc2ccccc2)CC1	1.3%	-1.3%[46.1 µM]	-2.4%[38.3 µM]	0.4%	4.7%	6.8%	-0.3%
Cc1ccc(N/C=C(/C#N)c2ccsc2)cc1C	10.3%	-31.3%[46.1 µM]	-7.5%[38.3 µM]	-3.4%	4.4%	.	-2.1%
O=C1NC(c2ccc3c(c2)OCO3)Oc2ccccc21 (configuration not stated)	11.9%	-16.7%[46.1 µM]	-12.4%[38.3 µM]	-2.6%	3.5%	7.1%	0.2%
